Screening results deposited in PubChem by Johns Hopkins Ion Channel Center.
Kir21 inh: inhibitors of mouse Kir2.1 inward-rectifier potassium channel; AID 1672; P35561; B-score at 10 µM; 310,000 tested, 0.85% active; HEK293-Kir2.1, FluxOR thallium flux fluorescence; active compounds read low;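 active = fluorescence ratio B-score at or below minus 3 SD of library scores, with starting-brightness B-score within 2 SD, cut at about -4.2 in these data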;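 also: channel flux triggered by added potassium and thallium sulfate stimulus; B-score of peak minus minimum fluorescence over baseline after thallium stimulus; more negative B-score means stronger Kir2.1 block with less thallium influx; some compounds called inactive have numbers as strong as hits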
Target sequence (P35561 whole entry, looked up): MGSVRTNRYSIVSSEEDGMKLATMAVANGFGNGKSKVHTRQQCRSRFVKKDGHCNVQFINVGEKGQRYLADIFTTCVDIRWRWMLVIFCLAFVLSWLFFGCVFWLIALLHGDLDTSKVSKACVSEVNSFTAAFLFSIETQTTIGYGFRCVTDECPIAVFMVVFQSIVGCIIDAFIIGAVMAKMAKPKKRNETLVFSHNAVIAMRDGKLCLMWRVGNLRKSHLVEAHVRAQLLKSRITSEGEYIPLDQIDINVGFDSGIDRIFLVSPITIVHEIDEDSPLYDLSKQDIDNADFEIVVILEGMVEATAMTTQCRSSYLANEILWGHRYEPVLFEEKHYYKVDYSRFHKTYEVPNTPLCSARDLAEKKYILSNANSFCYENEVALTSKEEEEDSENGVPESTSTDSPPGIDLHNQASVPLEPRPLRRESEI
CHT inh: inhibitors of human choline transporter CHT. CHT-expressing cells, membrane potential dye, choline response; active compounds read low. B-score at 10 µM. 310,000 tested, 0.86% active. Q9GZV3;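 active = B-score over 3 SD under the library average, and starting fluorescence ratio not unusually high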;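 also: choline stimulus applied at its EC90 after an EC20 pre-addition; B-score computed on integrated fluorescence ratio after choline addition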
Target sequence (Q9GZV3 whole entry, looked up): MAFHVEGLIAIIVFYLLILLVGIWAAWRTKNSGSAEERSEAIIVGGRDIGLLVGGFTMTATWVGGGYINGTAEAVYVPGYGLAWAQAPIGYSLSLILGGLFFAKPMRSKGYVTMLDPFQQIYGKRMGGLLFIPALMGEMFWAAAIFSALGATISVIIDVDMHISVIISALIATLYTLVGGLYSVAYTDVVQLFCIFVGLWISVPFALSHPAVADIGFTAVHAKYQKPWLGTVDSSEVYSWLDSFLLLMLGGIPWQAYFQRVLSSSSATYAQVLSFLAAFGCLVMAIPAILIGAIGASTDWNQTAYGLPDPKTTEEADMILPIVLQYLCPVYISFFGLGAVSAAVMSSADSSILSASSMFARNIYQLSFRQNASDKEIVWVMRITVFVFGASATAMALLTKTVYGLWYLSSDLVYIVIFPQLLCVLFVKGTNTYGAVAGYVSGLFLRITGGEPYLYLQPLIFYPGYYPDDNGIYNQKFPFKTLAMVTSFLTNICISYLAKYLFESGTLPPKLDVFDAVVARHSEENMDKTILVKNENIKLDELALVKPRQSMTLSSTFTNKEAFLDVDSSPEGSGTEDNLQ
Starred values were filed as active, the others as inactive; i = inactive; . = not tested or not shown.

SMILES	Kir21 inh	CHT inh
Fc1ccc(COc2ccc3ccccc3c2CNc2nn[nH]n2)cc1	0.68	i
O=C(O)CSCC(=O)Nc1ccccc1SCCS(=O)(=O)c1ccc(Cl)cc1	-0.03	i
CCCNC(=O)Nc1nc2ccccc2s1	-0.35	i
COc1cc(CCN2C(=O)c3cccc4cccc(c34)C2=O)c(S(=O)(=O)N2CCC(C)CC2)cc1OC	0.86	i
Cc1cccc(CSc2nnc(CCNC(=O)OC(C)(C)C)o2)c1	-6.8*	i
CSc1ccccc1OCc1cc(C(=O)NCc2cccc(C)n2)no1	-0.02	i
COc1ccc(NC(=O)CSCC(=O)Nc2sccc2C#N)cc1	0.55	i
CCOC(=O)C1CCN(C(=O)c2sc3nc(C)nc(N4CCC(C)CC4)c3c2C)CC1	-0.04	i
O=C(NC(=S)Nc1ccc(S(=O)(=O)Nc2nccs2)cc1)c1ccccc1	-1.4	i
COc1ccc(Br)cc1S(=O)(=O)Nc1ncccc1C	-0.54	i
CSCCCNC(=O)c1ccccc1OC1CCN(S(C)(=O)=O)CC1	-0.06	i
CCOC(=O)N1CCN(C(=O)CS(=O)(=O)c2cn(Cc3ccccc3C)c3ccccc23)CC1	-0.83	i
CCN(CC)c1ccc(S(=O)(=O)N2CCOCC2)cc1NS(C)(=O)=O	0.5	i
CCCNC(=O)CC1C(=O)N(Cc2ccccc2)C(C)c2nc3ccccc3n21 (stereo not given)	-1.9	i
Cc1csc(NC(=O)c2ccccc2)n1	-0.72	i
O=C(CCC(=O)N1CCOc2ccccc21)Nc1ccccc1Br	0.01	i
O=C1CCC(C(=O)Nc2ccc(OC(F)F)cc2)N1 (stereo not given)	-1.2	i
Cc1c[n+]([O-])cc(C)c1Oc1ccccc1	-0.74	i
CCOC(=O)c1c(C)c(C(=O)NCCCOC)c(C)n1C	1.9	i
O=C(CC1(O)C(=O)Nc2ccccc21)c1ccc(-n2cccc2)cc1 (stereo not given)	1.4	i
NC(=O)C1=C[C@@H](c2coc3ccccc3c2=O)C[C@@H](OCCCCO)O1	1.3	i
Cc1noc(NS(=O)(=O)c2ccc(NC(=O)C(Cl)(Cl)Cl)cc2)c1C	0.76	i
CSc1ccc(S(=O)(=O)N2CCC(C(=O)NCC3CCCO3)CC2)cc1 (stereo not given)	0.91	i
Oc1c(Br)cc(/C=N/Nc2nncc3ccccc23)cc1Br	2.2	i
CC1(C(=O)NCCc2c[nH]c3ccccc23)C=CCN1C(=O)c1ccccc1 (stereo not given)	0.47	i
Cc1ccc2cc(/C=N/NC(=O)[C@H](C)NC(=O)OC(C)(C)C)c(Cl)nc2c1	0.7	i
CCOc1ccc(C2C=C(c3ccc(C)cc3)Nc3nnnn32)cc1 (stereo not given)	1.6	i
COc1ccccc1NS(=O)(=O)c1cc(NC(=S)Nc2cc(C)cc(C)c2)ccc1Cl	-0.15	i
COC(=O)c1nn(-c2ccc(C)cc2)ccc1=O	0.47	i
CN(CP(=O)(O)C(O)c1ccccc1)S(C)(=O)=O (stereo not given)	2	i
O=C(CSC1=NS(=O)(=O)c2cc(Cl)ccc2N1)NCc1ccccc1	1.7	i
CC(=O)c1ccc(N2CCN(C(=O)c3ccc(Cl)c(NC4=NC5CS(=O)(=O)CC5S4)c3)CC2)cc1 (stereo not given)	0.37	i
CSc1nnc(-c2ccccc2)c(=O)[nH]1	0.82	i
COC(=O)c1cccc(C(=O)N2CCCC(CCC(=O)N(C)CCc3ccccn3)C2)c1 (stereo not given)	1.1	i
COc1ccc(C(CC(=O)Nc2cc([N+](=O)[O-])ccc2OC)c2ccccc2)cc1 (stereo not given)	0.83	i
Oc1ccc(N2CCN(c3ncnc4sc5c(c34)CCC5)CC2)cc1	1	i
O=C(NCCCn1ccnc1)c1nn2c(C(F)(F)F)cc(-c3ccccc3)nc2c1Cl	1.2	i
COc1ccc(CCN2C(=O)N[C@@H](CCC(=O)O)C2=O)cc1	0.05	i
O=[N+]([O-])c1ccc(-c2ccc(/C=N/n3cnnc3)o2)c(Br)c1	1.3	i
Oc1c(Br)cc(Br)cc1/C=N/n1c(-c2ccccc2)n[nH]c1=S	0.41	i
O=C(COc1coc(CN2CCN(c3ccccc3F)CC2)cc1=O)Nc1ccccc1	0.48	i
Cn1c(CO)nc2c3ccccc3ccc21	0.53	i
CN(Cc1cccs1)c1nc(-c2cccnc2)nc2ccccc12	-0.67	i
CN(c1nc2ccccc2nc1Cl)S(=O)(=O)c1ccccc1	-2.6	i
Cc1ccc(NC(=O)[C@@H]2CCCN2S(=O)(=O)c2ccccc2F)cc1S(=O)(=O)N1CCOCC1	1.2	i
COC(=O)C(=Cc1ccc(OCc2ccc([N+](=O)[O-])cc2)c(OC)c1)C(=O)OC	-0.09	i
CC1CN(C(=O)c2cc3cc([N+](=O)[O-])ccc3oc2=O)CC(C)O1 (stereo not given)	0.64	i
CCn1c(=S)sc2c(=O)n(CC(=O)Nc3ccc(OC)c(Cl)c3)c(C)nc21	-0.4	i
CCOC(=O)c1c(NC(=O)Nc2ccc(F)cc2)sc2c1CCN(C)C2	-0.55	i
CC(=O)c1cc(-c2ccccc2)n(CC(=O)N2CCCCC2)c1C	-0.77	i
Next structures follow.
SMILES	Kir21 inh	CHT inh
COc1ccc(CN2CCN(S(=O)(=O)c3ccccc3)CC2)c(OC)c1	0.49	i
Cn1c(=O)c2c(nc(N3CCOCC3)n2C/C=C/c2ccccc2)n(C)c1=O	0.08	i
Cn1ccnc1SCc1cc(=O)[nH]c2ccccc12	-0.02	i
Cn1c(N)c(C(=O)COC(=O)CCOc2ccc(C(C)(C)C)cc2)c(=O)n(C)c1=O	1.4	i
O=C(NCCCc1ccccc1)Nc1ccccc1	0.45	i
CCN(C(=O)COC(=O)CNC(=O)c1cccc(C)c1)c1c(N)n(Cc2ccccc2)c(=O)[nH]c1=O	0.01	i
CC1CCN(c2ccccc2NC(=O)c2ccc(C#N)cc2F)CC1	-0.11	i
C/C(=N\NC(=O)CNc1ccccc1)c1ccccc1	-0.47	i
CNS(=O)(=O)c1cc(N(C)S(=O)(=O)c2ccc(C)cc2)c(C)cc1C	-0.13	i
Cc1ccccc1NC(=O)COC(=O)CNC(=O)c1sc2ccccc2c1Cl	0.78	i
c1cncc(-c2nc(-c3ccco3)cs2)c1	0.03	i
CCc1cc(C(=O)Nc2cc(S(=O)(=O)N(CC)CC)ccc2N2CCOCC2)sc1C	0.1	i
CCOC(=O)c1cccc(P(=O)(C(C)(C)C)C(C)(C)C)c1	-1.2	i
Cc1ccc(-c2csc3ncnc(N4CCN(C(=O)c5ccccc5)CC4)c23)cc1	-1.3	i
O=C(O)c1cnc(-c2ccccc2)nc1Sc1ccccc1Cl	-0.28	i
CCCCC(C(=O)O)C(C)CC(=O)Nc1ccn(-c2ccccc2)n1 (stereo not given)	0.72	i
CCn1c(SCC(=O)Nc2ccc3c(c2)OCO3)nnc1C1CC1	0.15	i
Cc1cccc(C)c1NC(=O)NC1(C(=O)NCCCN2CCOCC2)CCCCC1	1.9	i
CCc1ccc2c(c1)C(c1ccc([N+](=O)[O-])cc1)=NNC(c1ccccc1)=N2	-0.58	i
COc1cccc(N2CCN(C(=O)C3CCCN(c4ncnc5c4nc4n5CCCCC4)C3)CC2)c1 (stereo not given)	0.68	-5.7*
COc1ccc(N2C(=O)CC(N3CCN(S(=O)(=O)c4c(F)cccc4F)CC3)C2=O)cc1OC (stereo not given)	0.73	i
O=C(N/N=C/c1ccco1)c1cccc(N2Cc3ccccc3C2)c1	1.4	i
CCc1cc(=O)oc2c(CN3CCCC3)c(O)c(Cl)cc12	-0.32	i
Cc1ccc(S(=O)(=O)NC(C)C(=O)N2CCOCCOCCOCCOCC2)cc1 (stereo not given)	1.3	i
O=C(CCc1nnc2ccc(N3CCC4(CC3)OCCO4)nn12)Nc1cc(F)ccc1F	0.37	i
COCCn1c(CN2CCN(C(c3ccccc3)c3ccccc3)CC2)nc2c1c(=O)n(C)c(=O)n2C	0.76	.
CCn1cc(CN2CCCC(C(=O)Nc3cccc(-n4cccn4)c3)C2)c(C)n1 (stereo not given)	1.6	i
CCC(C(=O)NC1CCCC1)N(Cc1ccco1)C(=O)CNS(=O)(=O)c1ccccc1 (stereo not given)	1.2	i
CC1CC1C(=O)N(C)CC(=O)Nc1cccc(F)c1 (stereo not given)	-0.03	i
CSCCC(NS(=O)(=O)c1ccccc1)C(=O)OCc1nc2ccsc2c(=O)[nH]1 (stereo not given)	-0.31	i
CSc1ccccc1NC(=O)CN1CCN(Cc2ccccc2)CC1	-0.01	i
CC[N+](C)(C)Cc1ccccc1Br	-0.38	i
Cc1ccccc1-n1cc[nH]c1=S	-0.6	i
C[C@H]1C=C(C(=O)NCc2ccccc2)O[C@@H](OCc2ccc(CO)cc2)C1	-0.68	i
Nc1c(C(=O)c2ccc(Br)cc2)oc2ccccc12	-0.22	i
Cc1ccc(C)c(NC(=S)NCCN(C2CCCCC2)C2CCCC2)c1	-0.71	i
O=C(Nc1cccc(Br)c1)c1cc2ccccc2o1	1.4	i
CC(=O)N1CCN(c2ccc(NC(=O)c3ccc(C(C)(C)C)cc3)cc2)CC1	1.5	i
O=C(NCCN1C(=O)S/C(=C\c2ccc(Cl)c(Cl)c2)C1=O)c1cnccn1	-0.07	i
Cc1cccc(N(CC(=O)NC2CCCC2)C(=O)CS(=O)CC(=O)Nc2ccc3c(c2)OCO3)c1C (stereo not given)	0.01	i
Cc1nc(N2CCOCC2)sc1C(=O)NN	0.25	i
O=C(CC(=O)Nc1cc(Cl)ccc1Cl)Nc1cc(Cl)ccc1Cl	-0.1	i
CCN1CCN(CCCNC(=O)c2ccccc2NC(=O)C2=C(C)OCCS2)CC1	-0.04	i
O=C(N/N=C/c1ccccn1)c1ccc2nc[nH]c2c1	0	i
COc1ccc(-c2cc(C)no2)cc1S(=O)(=O)N1CCOc2ccc(Cl)cc21	-0.48	i
COc1ccccc1C(=O)Nc1ccnn1C1CCN(Cc2cc(C)c(C)cc2C)CC1	-1.4	-5.3*
O=c1ccc2ccc(OCc3nnc(-c4ccccc4Br)o3)cc2o1	-0.81	i
COc1ccc(CCC(=O)Nc2nnc(C(C)(C)C)s2)cc1	1.3	i
COc1c(C(C)C)cc(NC(C)=O)cc1C(C)C	-0.08	i
Cc1ccc(OCC(=O)N(Cc2ccccc2)c2ccccn2)cc1	0.09	i
(cont.)
SMILES	Kir21 inh	CHT inh
CCNc1nc(NC(C)C)nc(N(C#N)CC(=O)OC)n1	-1.4	i
O=C1CCC([N+](=O)[O-])C(c2cccc3ccccc23)N1 (stereo not given)	-0.77	i
Cc1oc(-c2ccccc2F)nc1CN1CCC(C(=O)NCc2cccs2)CC1	0.16	i
CSc1ccccc1NC(=O)CN(C)CC(=O)Nc1ccc(N2CCOCC2)cc1	-1.5	i
Cn1c(Cn2c(=O)sc3ccccc32)nnc1SCC(=O)N1CCCCCC1	0.18	i
CC(C)(C)C1CCC2(CC1)C(C#N)=C(SCC(=O)NC1CCCCC1)NC(=O)C2C#N (stereo not given)	-1.9	i
FC(F)(F)c1cc(-c2ccc(Cl)cc2)nc(NCc2cccnc2)n1	-0.75	i
COCCOc1ccc(C(F)(F)F)cc1NC(=O)COC(=O)C12CC3CC(CC(O)(C3)C1)C2	0.24	i
COc1ccc(NC(=O)CN2C(=O)CC(C)(C)S(=O)(=O)c3ccccc32)cc1	-0.37	i
Cc1ccc(CNS(=O)(=O)c2ccc(Br)s2)cc1	-0.77	i
COc1ccc(-n2c(=O)c3ccccc3n(Cc3ccc(F)cc3)c2=O)cc1OC	1.2	i
CC(=O)Nc1cc(OC(C)=O)c2nonc2c1OC(C)=O	.	i
CCOC(=O)CNc1nc(Cl)nc(N2CCCCC2)n1	-1.1	i
COc1ccc(/C=N/NC(=O)C(=O)N2CCN(c3ccccc3OC)CC2)cc1	0.01	i
CCOc1ccc(NC(=O)C(=O)N/N=C/c2cccnc2)cc1	2.1	i
CC1CCCCN1CCNC(=O)CN1C(=O)CSc2ccc(S(=O)(=O)N3CCCCC3)cc21 (stereo not given)	-1.2	-6.7*
CCOC(=O)CSc1nc(-c2ccncc2)ccc1C#N	-0.75	i
Cn1c(NC(=O)c2ccccc2F)cc(=O)n(C)c1=O	-1.3	i
O=C(Cc1ccccc1Cl)Nc1cccc(S(=O)(=O)N2CCOCC2)c1	-1.8	i
CCc1nc(NC(C)C)c2oc3ccccc3c2n1	-0.86	i
Cc1ccc(CNC(=O)C2CC(=O)N(C3CCCCCC3)C2)cc1 (stereo not given)	-0.81	i
